Rv3671c protease – inhibitors of M. tuberculosis serine protease Rv3671c. 320,000 compounds, 0.048% hits. P9WHR9. inhibition, % at 5.96 µM. AID 2606; in the data active = inhibition above about 38%;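 note: extracellular domain of Rv3671c used as enzyme; 0% = enzyme with DMSO and 100% = no enzyme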
MazEF act – activators of E. coli MazEF toxin-antitoxin RNase. AID 504720. FAM/BHQ RNA-DNA oligo cleavage fluorescence, 5 h. activation, % at 20 µM. 350,000 compounds, 0.32% hits. P0AE70; in the data active = activation above about 50%
VHR inh abs – blocks human VHR1 dual specificity phosphatase; P51452; recombinant VHR phosphatase, pNPP absorbance; inhibition, % at 13.3 µM; 290,000 compounds, 0.52% hits; in the data active = inhibition above about 50%; note: some compounds called inactive have numbers as strong as hits
Anthrax LF prot – blocks Bacillus anthracis lethal factor protease | 360,000 compounds, 0.12% hits | inhibition, % at 10 µM | AID 588501 | multiplex microsphere protease cleavage assay, LF | P15917; in the data active = inhibition above about 30%; note: plate controls were buffer without enzyme for full effect and enzyme alone for no effect
Y pestis TopoI – Y. pestis Topo-I inhibition via cleavage products | 360,000 compounds, 0.064% hits | Y. pestis Topo-I cleavage product accumulation, plate reader | AID 504884 | activity, % at 10 µM; in the data active = activity above about 50%, passing the limit was not always enough; note: inactives centre near 2
Vc quorum ag – quorum light induction in luxS cqsA deficient V. cholerae; activation, % at 18.7 µM; 350,000 compounds, 0.16% hits; V. cholerae BH1578 lux reporter, luminescence, 6 h; in the data active = activation mostly above about 9.7%, no sharp cut-off; note: not every result past the cut was called active; inactives centre near 0; reference of the scale not given here
SARS 3CLpro inh – SARS-CoV 3CLpro protease inhibition | P0C6X7 | inhibition, % at 6 µM | recombinant SARS-CoV 3CLpro, quenched FRET peptide cleavage | 290,000 compounds, 0.14% hits; in the data active = inhibition above about 12%
PfHsp40 yeast – compounds rescuing yeast from Plasmodium falciparum HSP40 toxicity. 340,000 compounds, 0.68% hits. growth rescue, % at 12.5 µM. S. cerevisiae expressing PfHsp40, growth rescue, ATP luminescence; in the data active = growth rescue above about 28%, passing the limit was not always enough;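 note: yeast W303a lacking pdr1 and pdr3 grown in galactose medium; growth measured after three days at 30 °C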
TcdB inh – TcdB glycohydrolase inhibition. TcdB glycohydrolase enzymatic assay, plate reader. inhibition, % at 9.99 µM. AID 652162. 350,000 compounds, 0.24% hits; in the data active = inhibition above about 10%
Target sequence (P18177 whole entry, looked up): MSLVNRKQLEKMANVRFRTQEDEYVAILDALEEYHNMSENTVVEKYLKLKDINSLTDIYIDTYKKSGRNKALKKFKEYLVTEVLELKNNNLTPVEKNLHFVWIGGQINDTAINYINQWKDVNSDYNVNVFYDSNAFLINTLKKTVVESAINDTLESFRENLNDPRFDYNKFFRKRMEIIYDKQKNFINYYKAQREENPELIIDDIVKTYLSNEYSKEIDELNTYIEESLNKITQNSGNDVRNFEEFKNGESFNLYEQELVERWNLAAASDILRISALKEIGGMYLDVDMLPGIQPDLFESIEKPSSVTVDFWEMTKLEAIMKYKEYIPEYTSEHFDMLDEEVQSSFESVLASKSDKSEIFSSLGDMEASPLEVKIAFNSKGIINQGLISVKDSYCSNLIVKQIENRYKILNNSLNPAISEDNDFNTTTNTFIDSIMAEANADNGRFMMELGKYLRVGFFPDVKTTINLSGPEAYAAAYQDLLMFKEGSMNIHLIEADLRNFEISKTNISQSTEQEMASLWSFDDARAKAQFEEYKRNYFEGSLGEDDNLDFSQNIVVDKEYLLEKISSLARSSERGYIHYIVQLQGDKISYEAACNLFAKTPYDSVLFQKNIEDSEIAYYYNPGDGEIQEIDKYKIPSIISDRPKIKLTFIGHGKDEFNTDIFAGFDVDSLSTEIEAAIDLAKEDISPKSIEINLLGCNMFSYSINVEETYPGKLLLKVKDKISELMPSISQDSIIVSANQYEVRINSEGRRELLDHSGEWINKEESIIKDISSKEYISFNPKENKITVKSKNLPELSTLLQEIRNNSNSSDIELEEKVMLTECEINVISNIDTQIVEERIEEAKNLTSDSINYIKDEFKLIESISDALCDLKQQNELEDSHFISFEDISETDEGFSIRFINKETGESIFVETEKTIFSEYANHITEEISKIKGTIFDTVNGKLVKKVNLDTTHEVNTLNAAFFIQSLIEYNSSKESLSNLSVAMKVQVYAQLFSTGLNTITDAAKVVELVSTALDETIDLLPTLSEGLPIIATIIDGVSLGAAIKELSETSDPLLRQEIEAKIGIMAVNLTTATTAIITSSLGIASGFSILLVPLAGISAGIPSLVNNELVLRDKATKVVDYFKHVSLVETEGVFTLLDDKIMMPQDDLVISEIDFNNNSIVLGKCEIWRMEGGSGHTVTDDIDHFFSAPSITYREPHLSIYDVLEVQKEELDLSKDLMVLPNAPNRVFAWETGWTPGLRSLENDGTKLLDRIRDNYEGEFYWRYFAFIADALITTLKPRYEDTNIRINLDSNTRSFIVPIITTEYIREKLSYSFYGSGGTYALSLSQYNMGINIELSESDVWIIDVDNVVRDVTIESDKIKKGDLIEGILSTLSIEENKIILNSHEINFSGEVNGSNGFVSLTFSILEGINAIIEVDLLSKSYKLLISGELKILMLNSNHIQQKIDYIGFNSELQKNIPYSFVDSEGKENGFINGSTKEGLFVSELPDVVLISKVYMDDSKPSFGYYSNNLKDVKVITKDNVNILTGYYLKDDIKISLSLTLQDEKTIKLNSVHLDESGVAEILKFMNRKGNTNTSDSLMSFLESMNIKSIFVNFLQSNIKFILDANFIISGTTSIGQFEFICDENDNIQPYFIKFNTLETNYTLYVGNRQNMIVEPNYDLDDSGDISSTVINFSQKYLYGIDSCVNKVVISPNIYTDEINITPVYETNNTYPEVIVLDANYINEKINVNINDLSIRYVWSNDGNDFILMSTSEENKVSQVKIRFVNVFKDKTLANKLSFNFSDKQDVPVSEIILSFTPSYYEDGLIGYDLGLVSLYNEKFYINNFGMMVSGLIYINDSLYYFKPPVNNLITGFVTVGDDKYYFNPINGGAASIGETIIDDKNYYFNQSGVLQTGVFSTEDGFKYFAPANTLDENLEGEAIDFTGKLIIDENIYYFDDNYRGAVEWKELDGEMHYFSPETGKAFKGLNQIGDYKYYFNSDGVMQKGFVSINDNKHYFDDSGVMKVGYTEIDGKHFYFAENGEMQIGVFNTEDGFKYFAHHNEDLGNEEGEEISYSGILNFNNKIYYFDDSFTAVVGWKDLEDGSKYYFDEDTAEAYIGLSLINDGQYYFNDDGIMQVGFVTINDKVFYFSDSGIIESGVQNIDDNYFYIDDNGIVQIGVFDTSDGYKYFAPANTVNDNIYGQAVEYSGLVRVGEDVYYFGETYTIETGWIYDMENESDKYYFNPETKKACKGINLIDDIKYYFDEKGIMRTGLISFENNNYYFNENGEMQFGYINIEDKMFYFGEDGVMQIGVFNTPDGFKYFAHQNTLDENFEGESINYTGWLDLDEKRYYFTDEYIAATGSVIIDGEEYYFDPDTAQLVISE
PriA SSB inh – blocks PriA binding to SSB C-terminal tail | AlphaScreen SSBct-PriA binding, biotinylated peptide | inhibition, % at 33 µM | 430,000 compounds, 0.6% hits | AID 1272365; in the data active = inhibition mostly above about 37%, no sharp cut-off; inactive = mostly below about 20%;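 note: plate controls were negative control peptide for no effect and reference peptide for full effect; strong numbers were not always called active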
Active calls of the source: *; i = inactive; · = no result given; & = joins results of further samples.

Start of the data: the first five compounds, ahead of the listing:
Structure,SARS 3CLpro inh,VHR inh abs,MazEF act,PfHsp40 yeast,Vc quorum ag,Rv3671c protease,PriA SSB inh,TcdB inh,Anthrax LF prot,Y pestis TopoI
CN=C(N)NCCC[C@H](N)C(=O)O,·,·,8,-1.9,-0.3,3,-2,-1.0,0,-10
OC(c1ccc(F)cc1)c1nc(-c2cncnc2)cs1 (stereo unspecified),·,·,·,·,1.2,·,·,0.5,5,4
C=CCN1C(=O)c2ccccc2Sc2ccc(C(=O)NCCC)cc21,-2,27,9,3.2,i,-3,0,0.4,-7,0
O=C(Nc1ccc2c(c1)OCCO2)c1cccnc1Oc1ccc(Cl)cc1,1,16,3,2.7,i,-2,-9,1.3,0,7
O=C(CN1CCN(C(=O)CNC(=O)c2ccc3c(c2)OCO3)CC1)Nc1ccc(F)cc1,·,·,-31,-0.7,i,5,53*,0.1,-12,5

All compounds of this part, previewed entries included:
Structure,SARS 3CLpro inh,VHR inh abs,MazEF act,PfHsp40 yeast,Vc quorum ag,Rv3671c protease,PriA SSB inh,TcdB inh,Anthrax LF prot,Y pestis TopoI
CN=C(N)NCCC[C@H](N)C(=O)O,·,·,8,-1.9,-0.3,3,-2,-1.0,0,-10
OC(c1ccc(F)cc1)c1nc(-c2cncnc2)cs1 (stereo unspecified),·,·,·,·,1.2,·,·,0.5,5,4
C=CCN1C(=O)c2ccccc2Sc2ccc(C(=O)NCCC)cc21,-2,27,9,3.2,i,-3,0,0.4,-7,0
O=C(Nc1ccc2c(c1)OCCO2)c1cccnc1Oc1ccc(Cl)cc1,1,16,3,2.7,i,-2,-9,1.3,0,7
O=C(CN1CCN(C(=O)CNC(=O)c2ccc3c(c2)OCO3)CC1)Nc1ccc(F)cc1,·,·,-31,-0.7,i,5,53*,0.1,-12,5
O=C(Nc1cccc(Cl)c1)OCc1cn(-c2ccccc2)nn1,6,24,-6,1.1,i,-6,-14,0.3,-11,9
CN(Cc1ccccc1F)C(=O)COc1ccc(C(=O)c2ccccc2)cc1,7,-3,0,-1.4,-1.4,2,-11,1.4,-4,24
N#Cc1ccc(S(=O)(=O)N2CCN(CC(=O)NCC3(N4CCOCC4)CCCCC3)CC2)cc1,·,·,-1,-0.8,i,-1,7,0.6,-1,-4
O=C(OCCCOC(=O)c1cc[n+]([O-])cc1)c1cc[n+]([O-])cc1,3,33,-3,-1.6,i,-5,-12,1.0,·,-3
Cc1cc2nc(C)n(CCCNC(=O)Nc3ccccc3)c2cc1C,3,31,9,1.2,-0.8,3,-10,·,0,7
Cc1c(N2C(=O)C(=O)/C(=C(/O)c3ccc(Br)cc3)C2c2cccnc2)c(=O)n(-c2ccccc2)n1C (stereo unspecified),-1,11,-5,0.0,-0.1,4,·,-0.2,0,1
N/C(=N\OC(=O)Cc1ccc(-c2ccccc2)cc1)c1cccc([N+](=O)[O-])c1,4,28,0,-0.4,-0.6,1,·,0.3,-4,11
COc1ccc(N2CC(C(=O)NCCc3ccc(Cl)cc3)CC2=O)c(OC)c1 (stereo unspecified),·,·,-10,0.1,-5.0,9,5,0.5,10,8
Cc1sc2ncnc(N3CCC(C(=O)N4CC(C)SC4=Nc4ccc(Cl)cc4)CC3)c2c1C (stereo unspecified),·,·,-16,-0.8,i,·,8,-0.2,4,-2
CCOc1ccc(C(C)=O)cc1CN1C(=O)C(=O)N(CC)C1=O,2,18,2,0.2,-0.5,0,0,0.8,-4,-13
COc1ccc(C(=O)Nc2nc3ccccc3[nH]2)cc1OC,-2,22,-1,-0.6,-0.7,-13,-3,1.1,-2,2
COC(=O)C(C)Sc1nnc(Cc2cc(=O)[nH]c(=O)[nH]2)n1-c1cc(C)ccc1C (stereo unspecified),-3,-8,15,0.0,-0.2,-2,-12,-1.5,-5,5
O=C(CSc1nc(-c2ccccc2)cs1)NCCN1C(=O)CSC1=O,-2,13,4,-0.6,-0.3,2,-3,1.8,1,-7
COc1ccc(CN2CCN(C(=O)c3cccs3)CC2)cc1,-4,-2,-5,0.7,i,-3,-13,·,0,-1
Cc1cc(C)c(C(N)=O)c(SCC(=O)c2cc(C)c(C)cc2C)n1,-3,22,-4,1.2,-0.1,6,-11,·,0,4
COc1cccc(CNC(=O)[C@H](C)NC(=O)N2CC(=O)Nc3ccccc32)c1,·,·,1,·,-0.4,·,·,-9.4,2,-7
O=C(NC(=S)Nn1cnnc1)c1ccccc1Br,-4,38,1,-1.0,0.5,8,1,1.0,-4,1
COc1cccc(OC)c1C(=O)Nc1ccc(Br)c(C(=O)c2ccccc2)c1,1,25,10,1.3,-0.3,-3,13&15,1.2,-4,26
COc1ccc(-n2ncc(C(C)NS(=O)(=O)c3cc(F)ccc3C)c2C)cc1 (stereo unspecified),-3,11,5,0.4,i,·,3,0.1,3,8
COc1cc(OC)c(NS(=O)(=O)c2cc(C(=O)OC(C)C(=O)NC3CC3)c(Cl)cc2Cl)cc1Cl (stereo unspecified),2,2,1,0.4,i,-4,-8,·,1,-9
Cc1cc(NC2CCCCC2)nc(N2CCOCC2)n1,2,-5,-11,-0.2,i,9,4,-0.7,-1,5
COc1cccc(C)c1NC1=NCCO1,·,·,1,·,-5.3,·,·,-2.5,3,-5
Cn1c(SCC(=O)Nc2cccc(S(=O)(=O)N3CCOCC3)c2)nnc1-c1ccncc1,-3,18,11,-1.6,-0.1,2,-15,0.6,-1,-4
COc1ccc(-n2cnc3sccc3c2=O)cc1,0,7,5,-0.8,i,1,-8,0.1,-9,9
Cc1nc(C)c(C(=O)OCC(=O)N2CCN(c3ccccc3)CC2)s1,2,24,2,-0.6,-0.4,0,-10,·,4,14

Other structures
Structure,SARS 3CLpro inh,VHR inh abs,MazEF act,PfHsp40 yeast,Vc quorum ag,Rv3671c protease,PriA SSB inh,TcdB inh,Anthrax LF prot,Y pestis TopoI
Cc1cc(C)c2cc(CN(Cc3ccco3)C(=O)NCc3ccccc3)c(=O)[nH]c2c1,-5,16,2,-0.1,i,0,21,·,-3,28
CCC(C)NC(=O)Cn1c(COc2ccc(Cl)cc2Cl)nc2ccccc21 (stereo unspecified),-2,8,-8,-0.8,-0.2,-7,-12,·,0,-7
O=C(O)COc1ccc(NC(=O)c2ccc3c(c2)C(=O)N(Cc2ccccc2)C3=O)cc1,4,10,-2,-0.3,0.6,-9,5,-0.6,0,7
O=C(Nc1ccccn1)c1ccc(C(=O)Nc2ccccn2)cc1,0,8,4,1.3,-0.3,-1,8,·,-3,-4
S=c1nc[nH]c2c1ncn2C1CCCO1 (stereo unspecified),0,6,-1,2.1,-0.6,4,-6,1.5,1,-9
CCOC(=O)N1CCN(C(=O)c2ccccc2NC(=O)COc2ccccc2)CC1,-1,12,6,-1.6,-0.3,-7,-1,1.7,-7,2
CCC1=NN2C(=N)/C(=C/c3cc(C)n(Cc4ccccc4)c3C)C(=O)N=C2S1,0,-7,1,2.3,-0.9,-35,4,0.7,0,6
CCC(C(=O)Nc1ccccc1-c1ccccc1)c1ccccc1 (stereo unspecified),-1,31,-4,0.8,-0.7,1,-57,0.4,-2,-1
Cc1ccc([N+](=O)[O-])cc1S(=O)(=O)Nc1ccc(C(=O)N(C)C)cc1,-7,11,2,-0.2,-0.5,-3,-7,1.6,-5,1
CC1CC(C)CN(C(=O)COC(=O)c2cn(C)c3ccccc23)C1 (stereo unspecified),·,·,-3,0.4,i,-1,0,0.4,-3,9
COc1cccc(NC(=O)C2C3C=CC(O3)C2C(=O)O)c1 (stereo unspecified),1,-4,-5,-1.0,i,16,-7,0.8,-2,-4
O=C(Nc1ccc2[nH]ccc2c1)c1cccs1,4,4,7,-1.4,-1.0,-19,0,1.5,-1,-10
Cc1ccc(C)c(Cn2nnc3c(=O)[nH]c(C4CCCN(C(=O)c5cccs5)C4)nc32)c1 (stereo unspecified),3,4,-13,-1.3,-0.8,-5,-6,0.9,-1,39
COc1ccccc1CNc1nc(NCc2ccccc2)nc2ccsc12,·,·,·,·,i,·,·,0.6,-7,-4
COC(=O)c1cccc(NC(=O)c2ccc3c(c2)C(=O)N(CC2CCCO2)C3=O)c1 (stereo unspecified),0,20,11,1.7,3.9,4,11,·,0,3
Cc1nc(C(=O)NNC(=O)c2ccc(C(F)(F)F)cc2)cs1,0,8,6,·,i,-2,-8,-0.7,·,-3
CCOC(=O)C1=C(C)NC(=O)NC1c1ccc(-c2ccc(F)cc2)o1 (stereo unspecified),3,52*,1,0.4,-0.4,1,7,0.4,8,-5
CCOc1cc(/C=N/NC(=O)C(=O)NCC2CCCO2)ccc1OCC(=O)N1CCOCC1 (stereo unspecified),1,-4,-1,·,-0.8,9,i,2.4,0,-8
CN(C)CCCNc1oc(/C=C/c2ccccc2)nc1C#N,-6,-12,8,0.3,-0.4,3,-5,1.3,3,-3
CC(=O)Nc1ccc(NC(=O)[C@@H](NC(=O)c2ccccc2F)C(C)C)cc1,2,·,-2,-1.4,0.8,8,-4,-3.7,-4,-3
O=C(NC(=S)Nc1ccccc1N1CCCC1)c1cccs1,-4,-18,-14,-1.1,-0.4,-6,1,3.6,3,4
CC(OC(=O)C1CC(O)CN1S(=O)(=O)c1ccccc1[N+](=O)[O-])C(=O)N1CCCCC1 (stereo unspecified),-3,7,-7,1.2,-5.6,2,-1,1.9,1,-9
FCCCOc1ccc(-c2nccc(-c3ccc(Br)cc3)n2)cc1,5,13,-7,-0.3,0.9,-4,-15,·,-9,6
CN1CCN(C(c2ccccc2)c2ccc(Cl)cc2)CC1 (stereo unspecified),·,·,11,-1.8,i,-3,-9,0.9,-19,-3
COCCN(C(=O)c1ccc(-c2ccc([N+](=O)[O-])cc2)o1)c1c(N)n(CC(C)C)c(=O)[nH]c1=O,·,·,6,0.4,i,·,-3,2.5,-2,-6
O=C(CSc1nnc(-c2cnccn2)n1Cc1ccco1)c1ccccc1,-1,25,9,0.9,i,14,3,·,-4,25
CC(C)c1ccc(C(O)P(=O)(OCc2ccccc2)c2ccc(N(C)C)cc2)cc1 (stereo unspecified),4,4,0,1.9,i,8,-21,-0.1,-7,18
COC(=O)c1c(NC(=O)COC(=O)c2ccc(Cl)nc2)sc(C)c1C,·,·,-40,0.7,-0.5,0,3,0.4,-1,-5
CC(=O)c1cccc(NC(=O)C(OC(=O)c2cccs2)c2ccccc2)c1 (stereo unspecified),-1,5,1,-1.4,5.2,-31,-9,·,-2,-2
CN(C)c1cccc(N(C)C)c1CNC(=O)NC(=O)c1c(F)cccc1F,2,29,-8,1.1,i,0,4,-0.3,3,5

(listing goes on)
Structure,SARS 3CLpro inh,VHR inh abs,MazEF act,PfHsp40 yeast,Vc quorum ag,Rv3671c protease,PriA SSB inh,TcdB inh,Anthrax LF prot,Y pestis TopoI
O=[N+]([O-])C1=C(Nc2cccc3ccccc23)CS(=O)(=O)C1,1,21,3,0.1,-0.2,5,8,·,0,8
CCOC(=O)C(OC(=O)c1sc(=S)n(C)c1C)C(C)=O (stereo unspecified),-2,-11,7,0.1,·,0,-14,·,1,3
CNc1c(NS(=O)(=O)c2ccc(F)cc2)c(=O)oc2ccccc12,-2,-4,8,-1.7,i,-6,3,-0.3,17,-6
CCN(CC)S(=O)(=O)c1ccc(=O)[nH]c1,1,45,1,-1.6,-0.4,0,8,-0.9,-2,-11
CC(=O)N1c2ccc(S(=O)(=O)N3CCCC(C(=O)N4CCCC(C)C4)C3)cc2CC1C (stereo unspecified),3,15,-1,2.3,-3.9,-6,3,-1.3,-7,-1
O=c1[nH][nH]c(C(F)(F)F)c1C=NCc1ccccc1Cl,1,2,2,-0.1,i,-4,-5,·,1,-5
O=C(N/N=C/c1cccc(C(F)(F)F)c1)c1cc2c(s1)-c1ccccc1CC2,1,-2,5,1.0,-0.9,-5,·,·,-3,0
CCOC(=O)C1CCN(C(=O)c2cc3cc(Cl)ccc3[nH]2)CC1,-5,10,5,1.1,i,-13,-7,-0.6,-7,10

Only part of the results is shown, so the mix of outcomes need not match the whole.
